Screening data from PubChem.
Tb hexokinase: blocks Trypanosoma brucei hexokinase 1 activity | recombinant TbHK1, G6PDH-coupled NADH A340 | AID 1430 | actives 0.11% (n = 220,000) | inhibition, % at 10 µM;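 active = inhibition of 50% or more in the single-dose primary screen; inactive = inhibition below 50%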
EBV gp42 inh: blocks Epstein-Barr virus glycoprotein 42 binding. actives 0.42% (n = 220,000). Q1HVG2. Fluorescence polarization binding assay, mP read-out. inhibition, % (tested at 21.74 µM). AID 1085; in the data active = inhibition above about 50%
RBBP9 inhibitor: human RBBP9 hydrolase inhibition; recombinant RBBP9, FP-Rh probe fluorescence polarization; inhibition, % at 7.94 µM; actives 0.2% (n = 220,000);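 active = inhibition above the campaign mean of all tested compounds plus 3 SD, cut at about 14% in these data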;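 note: plate controls were DMSO wells with RBBP9 for no effect and wells lacking RBBP9 protein for full effect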
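Test system – recombinant human RBBP9 · Input – RBBP9 2.5 µM in dispensing solution, pre-mixing · Medium – Tris buffer pH 8.0, NaCl, Pluronic · Schedule – preincubation 30 min plus labeling 45 min at 25 °C · Measured by – fluorescence polarization · Measure – % inhibition · Controls – DMSO and no-protein wells · Replicates – one well per compound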
Calpain2 inh: calpain II (pig) inhibition | inhibition, % at 16 µM | purified calpain II, fluorogenic peptide substrate, 30 min | actives 0.37% (n = 220,000) | AID 1236;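 active = inhibition above about 50%, limit read from the data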
Runt-CBFb FRET: Runt domain-CBFb interaction inhibition; Q01196+Q13951; Cerulean-Runt/Venus-CBFb FRET ratio 530/480, 1 h; inhibition, % at 20 µM; actives 0.46% (n = 220,000); AID 1496;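 active = inhibition over about 50% at 20 µM in the single-dose screen, limit read from the data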;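 note: 0% = DMSO wells and 100% = excess unlabeled CBFb competitor control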
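Assay system: Cerulean-Runt domain fusion protein, energy donor; Signal: fluorescence energy transfer, 422 nm excitation, 530/480 nm emission; Timing: 1 h compound exposure, room temperature; Control set: unlabeled CBFb; Medium: Tris buffer pH 7.5 with salts and BSA; Compound: single test concentration of 20 µM, 1% DMSO final; Probe or stimulus: Venus-CBFb 100 nM.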
p97 inhibitor: blocks human p97 ATPase activity | inhibition, % at 8 µM | P55072 | AID 1481 | recombinant p97 ATPase, Kinase-Glo ATP luminescence, 3 h | actives 0.42% (n = 220,000); in the data active = inhibition above about 15%;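 note: 0% = DMSO vehicle and 100% = wells lacking enzyme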
NCF1 inh: p47phox (human) inhibition; P14598; p47phox/p22phox peptide binding, fluorescence polarization, 2 h; inhibition, % at 24.7 µM; actives 0.53% (n = 220,000);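 active = inhibition above about 30%, limit read from the data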;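 note: 0% = p47phox with labelled peptide and 100% = labelled peptide alone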
Target sequence (P14598 whole entry, looked up): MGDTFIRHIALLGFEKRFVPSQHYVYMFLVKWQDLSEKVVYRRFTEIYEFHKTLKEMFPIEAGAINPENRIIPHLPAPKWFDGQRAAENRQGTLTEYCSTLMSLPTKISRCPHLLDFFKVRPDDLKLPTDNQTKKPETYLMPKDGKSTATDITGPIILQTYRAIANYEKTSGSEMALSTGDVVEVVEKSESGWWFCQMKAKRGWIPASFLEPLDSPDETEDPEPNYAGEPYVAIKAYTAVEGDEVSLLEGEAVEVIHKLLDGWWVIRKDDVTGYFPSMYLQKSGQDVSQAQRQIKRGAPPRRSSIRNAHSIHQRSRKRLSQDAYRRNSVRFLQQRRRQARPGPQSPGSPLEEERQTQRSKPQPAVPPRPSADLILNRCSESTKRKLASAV
Runt-SMMHC FRET: Runt domain-CBFb-SMMHC interaction inhibition; Q01196+Q13951; Cerulean-Runt/Venus-CBFb-SMMHC FRET ratio 530/480, 1 h; inhibition, % at 20 µM; actives 0.74% (n = 220,000); AID 1434;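 active = mean inhibition across duplicate retests at 20 µM reaching about 50%, limit read from the data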;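 note: 0% = DMSO wells and 100% = wells with excess untagged CBFb-SMMHC; inhibitors lower the FRET ratio by blocking Runt binding to CBFb-SMMHC; some results filed as inactive read as strong as hits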
Furin inhibitor: inhibitors of human furin | P09958 | purified furin, fluorogenic substrate cleavage | inhibition, % at 30 µM | actives 0.061% (n = 220,000) | AID 463115; in the data active = inhibition above about 25%; note: inactives centre near -15
Target sequence (P09958 108-714 limits assumed): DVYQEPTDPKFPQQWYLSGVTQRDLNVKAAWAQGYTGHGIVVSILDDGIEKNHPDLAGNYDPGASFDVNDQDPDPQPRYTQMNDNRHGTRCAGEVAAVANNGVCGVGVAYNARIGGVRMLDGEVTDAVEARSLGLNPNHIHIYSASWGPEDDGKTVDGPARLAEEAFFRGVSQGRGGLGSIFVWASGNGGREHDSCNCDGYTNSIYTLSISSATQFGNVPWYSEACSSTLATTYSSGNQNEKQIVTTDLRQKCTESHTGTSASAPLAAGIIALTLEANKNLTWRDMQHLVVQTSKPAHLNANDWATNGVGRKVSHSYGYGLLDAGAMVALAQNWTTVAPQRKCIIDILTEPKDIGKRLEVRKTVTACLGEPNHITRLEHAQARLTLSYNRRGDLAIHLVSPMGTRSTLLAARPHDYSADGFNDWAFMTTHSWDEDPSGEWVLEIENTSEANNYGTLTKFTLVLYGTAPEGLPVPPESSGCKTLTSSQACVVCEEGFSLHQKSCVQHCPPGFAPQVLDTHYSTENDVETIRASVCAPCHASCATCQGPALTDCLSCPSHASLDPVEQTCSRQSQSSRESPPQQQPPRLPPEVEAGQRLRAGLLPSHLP
* = called active by the depositor; . = not tested or not shown; [ ] = remark or other dose.

1) Oc1ccc2n[nH]nc2c1
2) O=C(Cn1cc([N+](=O)[O-])cn1)N1CCCc2ccccc21
3) COc1ccc(N2CCN(C(=O)c3ccc(C(C)(C)C)cc3)CC2)cc1
4) Cc1cccc(NC(=O)COc2cccc3c2CCN(C)C3=O)c1C
5) Cc1cc(NC(=O)C2CC(c3ccccc3Cl)=NO2)no1 (centres undefined)
6) N#Cc1c(NC(=O)CSc2n[nH]c(N)n2)oc(-c2ccccc2)c1-c1ccccc1
7) Cc1cc(C)c(C)c(S(=O)(=O)N2CCN(CC(=O)NC(=O)NCc3ccccc3)CC2)c1C
8) O=C(COc1ncnc2scc(-c3ccc(Cl)cc3)c12)NCc1ccco1
9) COc1ccc(NC(=O)c2ccc(S(=O)(=O)C(F)F)cc2)c(OC)c1
10) COc1ccc(C(c2nnnn2C2CCCCC2)N2CCN(c3ccccc3F)CC2)cc1 (centres undefined)

assay / entry	1	2	3	4	5	6	7	8	9	10
Tb hexokinase	-2	0	1	1	34	-2	-1	0	-14	0
EBV gp42 inh	2	-7	-5	5	-17	-7	-5	-24	4	0
RBBP9 inhibitor	-8	-2	-9	-2	-4	-2	-2	-6	2	-4
Calpain2 inh	2	21	-6	-38	-11	23	-15	-26	-11	-16
Runt-CBFb FRET	-1	-2	6	-1	-2	0	-3	12	-2	1
p97 inhibitor	3	3	-5	7	2	1	0	-4	7	-9
NCF1 inh	1	4	2	5	-13	-25	-7	-38	-9	-8
Runt-SMMHC FRET	6	0	2	-5	-4	-3	-3	8	-6	-5
Furin inhibitor	-24	-26	-2[20 µM]	-7	-25[20 µM]	-13[20 µM]	-15[20 µM]	-17[20 µM]	-25	-19

Three compounds from above, limited to EBV gp42 inh and NCF1 inh.
| entry | SMILES | EBV gp42 inh | NCF1 inh |
| --- | --- | --- | --- |
| 3 | COc1ccc(N2CCN(C(=O)c3ccc(C(C)(C)C)cc3)CC2)cc1 | -5 | 2 |
| 4 | Cc1cccc(NC(=O)COc2cccc3c2CCN(C)C3=O)c1C | 5 | 5 |
| 5 | Cc1cc(NC(=O)C2CC(c3ccccc3Cl)=NO2)no1 (centres undefined) | -17 | -13 |

Reformatted with tabs: part of the list above.
nr	smiles	Tb hexokinase	EBV gp42 inh	RBBP9 inhibitor	Calpain2 inh	Runt-CBFb FRET	p97 inhibitor	NCF1 inh	Runt-SMMHC FRET	Furin inhibitor
4	Cc1cccc(NC(=O)COc2cccc3c2CCN(C)C3=O)c1C	1	5	-2	-38	-1	7	5	-5	-7
2	O=C(Cn1cc([N+](=O)[O-])cn1)N1CCCc2ccccc21	0	-7	-2	21	-2	3	4	0	-26

Additional compounds follow:
11) O=C(/C=C/Nc1ccc(Br)cc1F)c1ccccc1
12) CCCCCCc1nc2ccccc2c(=O)n1NC(=O)c1c(O)c2cccc3c2n(c1=O)CCC3
13) Cc1c(C(=O)Oc2ccc(F)cc2)sc2ncn(Cc3cccc(F)c3)c(=O)c12
14) Cn1nnnc1SCC(=O)N1CCc2ccccc2C1
15) COc1ccccc1CNC(=O)C(C)NS(=O)(=O)c1ccc(C)cc1 (centres undefined)
16) Cc1cc(-c2cc(-c3ccc(Cl)cc3)on2)nc(NCC2CC2)n1
17) Cc1c(C(=O)O)sc(=S)n1-c1ccc(Cl)cc1
18) CCC1(C)Cc2ccccc2-c2[nH][nH]c(=O)c21 (centres undefined)
19) Cc1ccc(S(=O)(=O)n2c([N+](=O)[O-])cnc2C)cc1C
20) CCCC1CC(C)(c2csc(Nc3ccc(OCC)cc3)n2)OC1=O (centres undefined)

assay / entry	11	12	13	14	15	16	17	18	19	20
Tb hexokinase	25	-6	26	-6	2	-13	-16	-5	-17	5
EBV gp42 inh	-5	-9	-11	2	1	-4	3	-11	-4	5
RBBP9 inhibitor	-3	11	-2	1	3	.	-6	-7	-3	1
Calpain2 inh	10	-157	-28	7	-18	15	-39	-3	-4	44
Runt-CBFb FRET	-5	-6	-1	-4	-2	-6	-1	0	-2	-3
p97 inhibitor	1	4	8	4	-1	.	3	-4	1	-3
NCF1 inh	-9	-5	-7	-9	-13	-8	-6	-6	-1	2
Runt-SMMHC FRET	-6	-3	-1	0	-3	0	-1	4	2	6
Furin inhibitor	0	-16[20 µM]	-15	-25	-40[20 µM]	-6	-17[20 µM]	-12	-4	1[20 µM]

21) Nc1nonc1NC(=O)NN=C1CCCCC1
22) CC(C)C(C(=O)N1CCN(C(=O)OC(C)(C)C)CC1)n1cc(-c2cn([C@@H](C)C(=O)N3CCN(C(=O)OC(C)(C)C)CC3)nn2)nn1 (some centres undefined)
23) COc1cccc(C2CC(c3cccs3)=NN2C(=O)CSC2=NN3CCCC(=O)N=C3S2)c1OC (centres undefined)
24) CC1CCCC(NC(=O)COC(=O)CCc2ccccc2)C1C (centres undefined)
25) Cc1cccc2c(=O)c(C(=O)NCCCN3CCOCC3)c[nH]c12
26) COc1ccc(/C=C/C(=O)NC(=S)NCC2CCCO2)cc1 (centres undefined)
27) COC(=O)c1ccc(CN2CCN(CCc3ccccc3)C(CCO)C2)cc1 (centres undefined)
28) COc1ccc(-c2cnc(SCC(=O)Nc3cc(C)on3)n2Cc2ccco2)cc1
29) O=C(Cn1c2[n+](c3ccc(C(F)(F)F)cc31)CCCCC2)Nc1c(F)cccc1F
30) COc1ccc(N=Cc2ccc(-c3ccccc3)o2)cc1

assay / entry	21	22	23	24	25	26	27	28	29	30
Tb hexokinase	6	-8	-12	3	1	-18	-4	3	6	-26
EBV gp42 inh	-4	-14	5	-8	-28	-14	-11	-13	-2	-10
RBBP9 inhibitor	-3	.	2	-7	-7	-2	-9	-13	0	-5
Calpain2 inh	-16	-24	-25	7	-4	-28	-5	13	-18	-3
Runt-CBFb FRET	0	-4	-4	-4	0	0	0	-2	0	0
p97 inhibitor	3	.	2	0	-2	-1	1	-4	6	2
NCF1 inh	-11	-3	-11	-4	-2	1	-2	-21	6	3
Runt-SMMHC FRET	0	1	-2	-3	4	2	-1	0	0	-2
Furin inhibitor	-18	-31	-37	-16	-10[20 µM]	-30	-14	-7[20 µM]	-31	-3

Grouped by structure, the entries above containing a Cl atom.
5) Cc1cc(NC(=O)C2CC(c3ccccc3Cl)=NO2)no1 (centres undefined)
8) O=C(COc1ncnc2scc(-c3ccc(Cl)cc3)c12)NCc1ccco1
16) Cc1cc(-c2cc(-c3ccc(Cl)cc3)on2)nc(NCC2CC2)n1
17) Cc1c(C(=O)O)sc(=S)n1-c1ccc(Cl)cc1

assay / entry	5	8	16	17
Tb hexokinase	34	0	-13	-16
EBV gp42 inh	-17	-24	-4	3
RBBP9 inhibitor	-4	-6	.	-6
Calpain2 inh	-11	-26	15	-39
Runt-CBFb FRET	-2	12	-6	-1
p97 inhibitor	2	-4	.	3
NCF1 inh	-13	-38	-8	-6
Runt-SMMHC FRET	-4	8	0	-1
Furin inhibitor	-25[20 µM]	-17[20 µM]	-6	-17[20 µM]

Next section:
31) S=c1[nH]nc(-c2ccc(Cl)cc2)n1CC1CCCO1 (centres undefined)
32) O=C1Nc2ccc([N+](=O)[O-])cc2OC1CCN1CCCC1 (centres undefined)
33) Nc1nc(NCc2ccco2)nc(N2CCCC2)c1[N+](=O)[O-]
34) CCCc1cc(C(=O)Nc2sc3c(c2C(=O)OCC)CCCC3)no1
35) O=C(/C=C/c1cccs1)Nc1ccc([N+](=O)[O-])cc1
36) Cc1cccc(NC2=NC3(CCCCC3)N=C(N)N2)c1
37) Cc1csc(NC(=O)c2nn(C)c(C)c2[N+](=O)[O-])n1
38) Cc1oc(-c2ccccc2Cl)nc1CN(C)C(C)c1ccon1 (centres undefined)
39) COc1ccc(C2C3=C(CC(C)(C)CC3=O)Nc3cc4c(cc32)OCO4)cc1 (centres undefined)
40) CNC(=O)COC(=O)c1cc(NC(=O)c2ccco2)c(OC)c(OC)c1

assay / entry	31	32	33	34	35	36	37	38	39	40
Tb hexokinase	-6	-7	-40	-13	-15	3	-10	-1	-15	-23
EBV gp42 inh	-12	-10	-8	1	-1	.	-8	-20	-12	-11
RBBP9 inhibitor	-6	-5	10	7	-9	-10	-7	10	-2	3
Calpain2 inh	-18	23	14	-273	3	.	22	-2	-270	-1
Runt-CBFb FRET	-5	-2	0	0	-6	.	-1	.	0	4
p97 inhibitor	0	-3	11	-3	-2	-3	-7	-3	-4	1
NCF1 inh	-2	-2	3	-8	-6	.	4	-10	-13	-7
Runt-SMMHC FRET	5	21	-7	4	0	.	-3	.	-1	-2
Furin inhibitor	-16[20 µM]	-4	5	-13	-3	-12[20 µM]	-7	-13	-2[20 µM]	-2[20 µM]

Profiles as entered above.
`Cc1cccc(NC2=NC3(CCCCC3)N=C(N)N2)c1` is entered as Tb hexokinase = 3; EBV gp42 inh = .; RBBP9 inhibitor = -10; Calpain2 inh = .; Runt-CBFb FRET = .; p97 inhibitor = -3; NCF1 inh = .; Runt-SMMHC FRET = .; Furin inhibitor = -12[20 µM]
`S=c1[nH]nc(-c2ccc(Cl)cc2)n1CC1CCCO1` (centres undefined) is entered as Tb hexokinase = -6; EBV gp42 inh = -12; RBBP9 inhibitor = -6; Calpain2 inh = -18; Runt-CBFb FRET = -5; p97 inhibitor = 0; NCF1 inh = -2; Runt-SMMHC FRET = 5; Furin inhibitor = -16[20 µM]

Remaining list, next part
41) O=C(Nc1ccc2[nH]c(=O)[nH]c2c1)c1c(F)c(F)c(F)c(F)c1F
42) Cc1ccc(S(=O)(=O)NC(=O)Nc2nnc(C)s2)cc1
43) CC1CC(C)CN(C(=O)CSc2nnc(CSc3ncccn3)n2C)C1 (centres undefined)
44) O=C(O)CNC(=O)c1ccc(N2CCOCC2)cc1[N+](=O)[O-]
45) CCCCCCCNC1=CC(=O)CC(c2ccccc2)C1 (centres undefined)
46) COc1ccccc1-c1c(C)nn2c(N3CCC(C(N)=O)CC3)cc(C)nc12
47) Cc1cc(Cl)ccc1NNC(N)=S
48) COc1ccc(CCNC(=O)CSc2nnc(-c3ccccc3)c3ccccc23)cc1OC
49) COc1ccc(NC(=O)CC2(Cc3ccccc3)CCOC(C)(C)C2)cc1 (centres undefined)
50) CCOC(=O)c1cc(NC(=O)N(CC)C2CCCCC2)c(C)nc1C
51) CCOC(=O)c1[nH]c2ccc(Cl)cc2c1NC(=O)/C=C/c1ccc2c(c1)OCO2
52) CCCC(c1nnnn1CS(=O)(=O)c1ccc(C)cc1)N1CCN(c2ccccc2)CC1 (centres undefined)
53) COC(=O)C(C)Sc1nnc(Cc2cc(=O)[nH]c(=O)[nH]2)n1-c1ccc(Cl)cc1 (centres undefined)

assay / entry	41	42	43	44	45	46	47	48	49	50	51	52	53
Tb hexokinase	-2	4	7	-3	7	-18	-9	-4	35	2	-12	2	-1
EBV gp42 inh	-10	-4	-2	4	-23	-9	1	-15	4	-15	-27	-10	0
RBBP9 inhibitor	10	-9	0	3	-3	-8	-8	-3	0	5	0	0	-8
Calpain2 inh	-21	-8	-14	13	74*	1	-20	13	-9	12	-59	41	10
Runt-CBFb FRET	-1	-1	.	-2	0	-1	10	0	-2	2	-13	-1	1
p97 inhibitor	2	-4	0	2	5	-4	5	-5	0	0	5	1	-9
NCF1 inh	-4	3	-13	3	-7	-21	-14	10	-8	0	-11	-14	-5
Runt-SMMHC FRET	-6	2	-2	2	5	1	4	2	0	1	-48	1	-3
Furin inhibitor	-9	-20[20 µM]	-8[20 µM]	-21	-13	-4	-25	-5	-11	-23[20 µM]	-17	-12[20 µM]	-14
